BioA inh – blocks M. tuberculosis BioA enzyme activity; purified M. tuberculosis BioA enzyme, plate reader; AID 602481; inhibition, % at 9.99 µM; 0.096% of 360,000 active; in the data active = inhibition above about 40%
Numbers without * were called inactive. Some of the compounds tested; the hit share may differ from the screen's.

SMILES	BioA inh
C[C@@H]1CN([C@@H](C)CO)C(=O)c2cc(NC(=O)C3CC3)ccc2O[C@H]1CN(C)Cc1ccc(Cl)c(Cl)c1	3.5
CO[C@@H]1CN(C)C(=O)c2cc(NC(=O)c3ccc(-c4ccccc4)cc3)ccc2OC[C@H](C)NC[C@H]1C	1.6
COc1cccc(C(=O)Nc2ccc3c(c2)OC[C@H](C)N(C(C)=O)C[C@H](C)[C@@H](OC)CN(C)C3=O)c1	1.4
CN1C(=O)c2cc(NC(=O)C3CCOCC3)ccc2OC[C@@H]2O[C@H](CC(=O)NC3CCCC3)CC[C@@H]21	-1.5
O=S(=O)(c1ccccc1)N1[C@@H]2CNc3ccccc3[C@@H]2[C@@H]1CO	-3.4
C[C@H](CO)N1C[C@H](C)[C@@H](CN(C)S(=O)(=O)c2ccc(Cl)cc2)Oc2ccc(NS(C)(=O)=O)cc2CC1=O	2.2
Cc1ccc(S(=O)(=O)N[C@H]2C=C[C@@H](CC(=O)N3CCc4ccccc4C3)O[C@@H]2CO)cc1	-2.9
Cc1noc(C)c1NC(=O)N(C)C[C@@H]1OCCCC[C@@H](C)Oc2ccc(NC(=O)Nc3ccc(F)cc3)cc2C(=O)N([C@H](C)CO)C[C@H]1C	-2.1
CCCC(=O)Nc1ccc2c(c1)C(=O)N(C)C[C@H](OC)[C@H](C)CN(Cc1nccs1)[C@H](C)CO2	-3.5
C[C@H]1CCCCO[C@@H](CN(C)Cc2ccncc2)[C@@H](C)CN([C@@H](C)CO)C(=O)c2cc(NC(=O)C3CCCCC3)ccc2O1	0.2
CO[C@@H]1CN(C)C(=O)c2cc(NC(=O)C3CCC3)ccc2OC[C@H](C)N(Cc2ccncc2)C[C@H]1C	-1.7
C[C@H]1CN([C@@H](C)CO)C(=O)Cc2cc(NC(=O)CCC(F)(F)F)ccc2O[C@H]1CN(C)C(=O)Nc1ccc(C(F)(F)F)cc1	1.1
C[C@H](CO)N1C[C@H](C)[C@H](CN(C)S(=O)(=O)c2cn(C)cn2)Oc2ccc(NS(C)(=O)=O)cc2CC1=O	-0.8
C[C@@H]1CCCCO[C@@H](CN(C)C(=O)Nc2cccc3ccccc23)[C@H](C)CN([C@@H](C)CO)C(=O)c2cc(NC(=O)NC3CCCCC3)ccc2O1	0.0
C/C=C/c1cnc2c(c1)C(=O)N([C@@H](C)CO)C[C@H](C)[C@H](CN(C)Cc1ccncc1)O2	0.4
COc1ccccc1S(=O)(=O)N[C@H]1CC[C@@H](CC(=O)N2CCCCC2)O[C@H]1CO	-6.5
CCOC(=O)N(C)C[C@@H]1OCc2ccccc2-c2ccccc2C(=O)N([C@@H](C)CO)C[C@H]1C	0.9
COCC(=O)N1C[C@@H](C)[C@@H](OC)CN(C)C(=O)c2cc(NC(=O)Nc3cccc(F)c3)ccc2OC[C@@H]1C	1.7
Cc1cccc(S(=O)(=O)N[C@H]2CC[C@H](CCNS(=O)(=O)c3ccccc3F)O[C@H]2CO)c1	-0.4
COCC#Cc1cnc2c(c1)C(=O)N([C@@H](C)CO)C[C@@H](C)[C@@H](CN(C)C)O2	-3.6
CN(C)CC#Cc1ccc([C@H]2[C@H](CO)N3CCCCN(C(=O)CN(C)C)C[C@@H]23)cc1	0.6
COCC#Cc1ccc([C@@H]2[C@@H](CO)N3CCCCN(S(=O)(=O)c4ccc(OC)cc4)C[C@@H]23)cc1	-0.5
CC(C)NC(=O)N(C)C[C@H]1Oc2ccc(NC(=O)Nc3cccc4ccccc34)cc2C(=O)N([C@H](C)CO)C[C@@H]1C	-0.4
COc1ccccc1C#Cc1cnc2c(c1)C(=O)N([C@@H](C)CO)C[C@@H](C)[C@H](CN(C)C(=O)c1ccc3c(c1)OCO3)O2	-0.3
CCC(=O)Nc1ccc2c(c1)OC[C@@H](C)N(C(=O)Cc1cccnc1)C[C@H](C)[C@@H](OC)CN(C)C2=O	0.2
CCS(=O)(=O)Nc1ccc2c(c1)C(=O)N(C)[C@H]1CC[C@@H](CC(=O)N[C@H]3CCN(Cc4ccccc4)C3)O[C@H]1CO2	0.1
CNC[C@H]1OCCCC[C@H](C)Oc2ccc(NC(=O)C3CCCCC3)cc2C(=O)N([C@@H](C)CO)C[C@@H]1C	-3.3
C[C@H](CO)N1C[C@H](C)[C@@H](CN(C)Cc2ccncc2)Oc2ncc(C#Cc3cccnc3)cc2C1=O	20
CCCC(=O)Nc1ccc2c(c1)C(=O)N(C)[C@H]1CC[C@@H](CC(=O)N3CCCCC3)O[C@H]1CO2	-0.3
C[C@H](CO)N1C[C@H](C)[C@@H](CN(C)S(C)(=O)=O)Oc2c(NC(=O)c3nc4ccccc4s3)cccc2C1=O	1.1
C[C@H](CO)N1C[C@H](C)[C@@H](CN(C)Cc2ccc3c(c2)OCO3)Oc2c(NC(=O)NC3CCCCC3)cccc2C1=O	1.2
CCc1csc(N2[C@H](CO)[C@H](c3ccccc3)[C@@H]2CNCCOC)n1	2.3
CC(C)NC(=O)Nc1ccc2c(c1)C(=O)N([C@H](C)CO)C[C@@H](C)[C@H](CN(C)CC1CCCCC1)OCCCC[C@@H](C)O2	2.0
CC=Cc1ccc2n(c1=O)C[C@@H]1[C@@H](CO)[C@H](C(=O)NC3CCC3)N(C(=O)C3CCC3)[C@H]21 (mixture of isomers)	0.3
C[C@@H](NC(=O)[C@H]1[C@H](CO)[C@H]2Cn3c(cccc3=O)[C@H]2N1Cc1cccnc1)c1ccccc1	-0.9
C[C@H]1CN([C@@H](C)CO)C(=O)c2cc(-c3ccccc3F)cnc2O[C@H]1CN(C)C	-1.5
COc1ccc(NC(=O)Nc2ccc3c(c2)C(=O)N([C@H](C)CO)C[C@H](C)[C@H](CN(C)C(=O)Nc2ccc(F)cc2)OCCCC[C@@H](C)O3)cc1	-2.4
CO[C@@H]1CN(C)C(=O)c2cc(NC(=O)NC(C)C)ccc2OC[C@@H](C)N(C(=O)CN(C)C)C[C@H]1C	-1.4
O=C(C[C@@H]1CC[C@H]2[C@@H](COC[C@H](O)CN2C(=O)Nc2ccccc2)O1)NCc1ccccc1F	0.6
CCCC#Cc1ccc([C@@H]2[C@@H](C#N)N(C(=O)C3CCCC3)[C@H]2CO)cc1	-1.6

Filtered by structure: the entries above containing fluorine
SMILES	BioA inh
Cc1noc(C)c1NC(=O)N(C)C[C@@H]1OCCCC[C@@H](C)Oc2ccc(NC(=O)Nc3ccc(F)cc3)cc2C(=O)N([C@H](C)CO)C[C@H]1C	-2.1
C[C@H]1CN([C@@H](C)CO)C(=O)Cc2cc(NC(=O)CCC(F)(F)F)ccc2O[C@H]1CN(C)C(=O)Nc1ccc(C(F)(F)F)cc1	1.1
COCC(=O)N1C[C@@H](C)[C@@H](OC)CN(C)C(=O)c2cc(NC(=O)Nc3cccc(F)c3)ccc2OC[C@@H]1C	1.7
Cc1cccc(S(=O)(=O)N[C@H]2CC[C@H](CCNS(=O)(=O)c3ccccc3F)O[C@H]2CO)c1	-0.4
C[C@H]1CN([C@@H](C)CO)C(=O)c2cc(-c3ccccc3F)cnc2O[C@H]1CN(C)C	-1.5
COc1ccc(NC(=O)Nc2ccc3c(c2)C(=O)N([C@H](C)CO)C[C@H](C)[C@H](CN(C)C(=O)Nc2ccc(F)cc2)OCCCC[C@@H](C)O3)cc1	-2.4
O=C(C[C@@H]1CC[C@H]2[C@@H](COC[C@H](O)CN2C(=O)Nc2ccccc2)O1)NCc1ccccc1F	0.6

Additional records follow.
SMILES	BioA inh
N#C[C@H]1[C@H](c2ccc(C#CCC3CCCC3)cc2)[C@H](CO)N1C(=O)c1ccccn1	-1.1
COc1ccc(NC(=O)Nc2ccc3c(c2)C(=O)N([C@@H](C)CO)C[C@@H](C)[C@@H](CN(C)Cc2ccc(Cl)c(Cl)c2)O3)cc1	0.4
C[C@@H]1CN([C@H](C)CO)C(=O)c2cc(NC(=O)Nc3cccc4ccccc34)ccc2O[C@@H](C)CCCCO[C@H]1CN(C)Cc1ccccc1	18
C[C@@H](NC(=O)C[C@H]1C=C[C@@H](NC(=O)C2CCOCC2)[C@@H](CO)O1)c1ccccc1	3.2
C[C@@H]1CN([C@@H](C)CO)S(=O)(=O)c2ccc(-c3cncnc3)cc2O[C@@H]1CN(C)C(=O)Cc1cccnc1	-0.5
Cc1noc(C)c1NC(=O)Nc1ccc2c(c1)C(=O)N([C@H](C)CO)C[C@@H](C)[C@H](CN(C)C(=O)Nc1cccc3ccccc13)OCCCC[C@@H](C)O2	6.8
CNC(=O)C[C@@H]1CC[C@@H]2[C@@H](COc3ccc(NC(=O)NCc4ccccc4)cc3C(=O)N2C)O1	6.7
N#C[C@@H]1[C@@H](c2ccc(-c3ccc(F)cc3)cc2)[C@H](CO)N1C(=O)Cc1ccccc1	1.0
CO[C@H]1CN(C)C(=O)c2ccc(NC(=O)NC(C)C)cc2OC[C@@H](C)N(C(=O)CN(C)C)C[C@H]1C	-1.5
CCCC#Cc1ccc2c(c1)O[C@@H](CN(C)C(=O)NC(C)C)[C@H](C)CN([C@@H](C)CO)S2(=O)=O	0.1
C[C@@H]1CCCCO[C@H](CN(C)S(=O)(=O)c2ccc(F)cc2)[C@H](C)CN([C@@H](C)CO)C(=O)c2cc(NC(=O)CCC(F)(F)F)ccc2O1	-1.8
Cc1noc(C)c1S(=O)(=O)N(C)C[C@@H]1Oc2ccc(NS(=O)(=O)c3ccccc3)cc2C(=O)N([C@H](C)CO)C[C@@H]1C	-1.1
C[C@@H]1CN([C@@H](C)CO)C(=O)c2cccc(NS(=O)(=O)c3ccccc3)c2O[C@H]1CN(C)Cc1ccc(Oc2ccccc2)cc1	-2.3
Cc1noc(C)c1S(=O)(=O)N(C)C[C@H]1OCCCC[C@@H](C)Oc2ccc(NS(=O)(=O)c3ccccc3)cc2C(=O)N([C@@H](C)CO)C[C@H]1C	-0.7
COc1ccc(-c2ccc([C@H]3[C@@H](CO)N4CCCCN(CC5CCOCC5)C[C@@H]34)cc2)cc1	-0.9
C[C@@H]1CN([C@H](C)CO)C(=O)c2cc(C3=CCCCC3)cnc2O[C@H]1CN(C)Cc1ccncc1	0.5
Cc1noc(C)c1NC(=O)NCC[C@H]1CC[C@H](NC(=O)c2ccccc2)[C@@H](CO)O1	0.8
COC(=O)C[C@H]1CC[C@H]2[C@H](COc3ccc(NC(=O)c4cccc(Cl)c4)cc3C(=O)N2C)O1	-0.6
C[C@@H]1CN([C@H](C)CO)C(=O)c2cc(NC(=O)CCCN(C)C)ccc2O[C@H]1CN(C)C(=O)Nc1ccc(F)cc1	-1.1
C[C@@H]1CN([C@@H](C)CO)C(=O)Cc2cc(NC(=O)CCCN(C)C)ccc2O[C@H]1CN(C)CC1CCCCC1	3.2
C[C@@H]1CN([C@@H](C)CO)C(=O)c2cc(NC(=O)Nc3ccccc3)ccc2O[C@@H](C)CCCCO[C@H]1CN(C)C(=O)c1ccccc1	-1.0
Cc1noc(C)c1S(=O)(=O)Nc1ccc2c(c1)C(=O)N([C@H](C)CO)C[C@@H](C)[C@H](CN(C)CC1CCCCC1)OCCCC[C@@H](C)O2	0.8
COc1ccccc1C#Cc1cnc2c(c1)C(=O)N([C@@H](C)CO)C[C@H](C)[C@@H](CN(C)C(=O)c1ccc3c(c1)OCO3)O2	-0.5
C[C@@H]1CCCCO[C@H](CN(C)S(=O)(=O)c2ccccc2)[C@@H](C)CN([C@H](C)CO)C(=O)c2cc(NS(=O)(=O)c3cn(C)cn3)ccc2O1	-2.2
CN(C)C(=O)C[C@H]1CC[C@@H]2[C@H](COc3ccc(NC(=O)c4ccc(F)c(F)c4)cc3C(=O)N2C)O1	22
CN(C)C(=O)[C@H]1[C@H](CO)[C@H]2Cn3c(ccc(C4=CCCCC4)c3=O)[C@@H]1N2Cc1ccccc1	-0.2
O=C(C[C@@H]1CC[C@H]2[C@@H](COC[C@H](O)CN2Cc2cc(F)cc(F)c2)O1)NCc1cccc(F)c1	-2.4
COc1ccc(CNC(=O)C[C@H]2C[C@H]3c4cc(NC(=O)NC5CCCC5)ccc4O[C@H]3[C@@H](CO)O2)cc1	-2.2
COc1cccc(CNC(=O)[C@@H]2[C@@H](CO)[C@@H]3Cn4c(ccc(C5=CCCCC5)c4=O)[C@H]2N3)c1	0.5
CN1C[C@@H]2[C@H](c3ccccc31)[C@H](CO)N2C(=O)c1cccnc1	1.6
COc1ccc(NC(=O)Nc2ccc3c(c2)C(=O)N(C)C[C@H](OC)[C@H](C)CN[C@@H](C)CO3)cc1	0.6
C[C@H]1CN([C@@H](C)CO)C(=O)c2cc(NS(=O)(=O)c3ccc(Cl)cc3)ccc2O[C@@H]1CN(C)Cc1ccc(C(F)(F)F)cc1	1.3
O=C(N[C@@H]1CC[C@H](CC(=O)N2CCc3ccccc3C2)O[C@@H]1CO)C1CCOCC1	0.5
CCC(=O)N(C)C[C@@H]1Oc2ncc(C#CC(C)C)cc2C(=O)N([C@H](C)CO)C[C@H]1C	-3.4
C[C@H]1CN([C@@H](C)CO)C(=O)c2cc(-c3cncnc3)cnc2O[C@@H]1CN(C)Cc1ccc(Oc2ccccc2)cc1	2.5
CO[C@@H]1CN(C)C(=O)c2ccc(NC(=O)NC(C)C)cc2OC[C@@H](C)N(Cc2ccc(-c3ccccn3)cc2)C[C@@H]1C	-1.6
CNC[C@H]1Oc2ncc(C#CC3CCCC3)cc2C(=O)N([C@H](C)CO)C[C@H]1C	-1.4
Cc1ccc(S(=O)(=O)N2CC[C@@H]3[C@H](CO)N(C)c4ccc(C#Cc5cccnc5)cc4[C@@H]32)cc1	-1.3
CCCC#Cc1cnc2c(c1)C(=O)N([C@H](C)CO)C[C@H](C)[C@H](CN(C)C(=O)c1ccc(F)cc1)O2	1.1
C[C@@H]1CN([C@@H](C)CO)S(=O)(=O)c2ccc(C#C[C@@H](C)O)cc2O[C@@H]1CN(C)Cc1cncnc1	1.3
O=C(Nc1ccccc1)N[C@H](Cc1ccccc1)Cn1cc(CN2C(=O)COC[C@H]2c2ccccc2)nn1	2.0

High-throughput results from PubChem BioAssay.
